Bioassay records: PubChem BioAssay, National Center for Advancing Translational Sciences (NCATS)
Nrf2 ARE act: Nrf2 pathway activation. AREc32 ARE-luciferase reporter (MCF7-derived line), luminescence, 24 h. Potency, µM (top dose mostly 46.1 µM), without a hit: at the top dose activation, usual class: activators. 0.31% of 410,000 active. AID 624171; note: potency is the fitted concentration of half-maximal effect; % of control where 0% means no effect; nearly all actives have a fitted effect of over 65% in size
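Each well held 1000 AREc32 cells, which were incubated with compound for 24 hr at 37 deg C after overnight attachment, and ARE reporter activity was quantified by firefly luciferase luminescence.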
A549 tox: kills or reduces viability of A549 cells in Nrf2 counter-screen; A549 ARE-Fluc cells, CellTiter-Fluor viability, 18-24 h; 0.16% of 390,000 active; AID 504648; Potency, µM (highest dose often 46 µM), for inactives: top-dose activity change, negative = cytotoxicity, hits mostly inhibitors; note: potency is the fitted concentration of half-maximal effect; % is set by controls: 0 for no effect and ±100 for the full control effect
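Cytotoxicity counterscreen: CellTiter-Fluor fluorescence was measured in A549 ARE_Fluc cells after 18-24 h of compound exposure in a concentration series. The subsequent BugLite luminescent read reports ARE-luciferase activity.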
IL2 activator: activators of IL-2; 0.065% of 360,000 active; activation, % (series mostly up to about 46 µM); IL-2 activation reporter assay, cell-based qHTS; stimulated with anti-CD3/CD4/CD28 beads; in transgenic mouse T cells; in the data active = activation above about 50%; inconclusive = mostly about 30% to 49%; note: 0% is about no effect
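Readout is EGFP and DsRed signal by fluorescent plate cytometry after 18 h at 37 degrees C. Transgenic mouse T cells (750/well) received compound for 60 min before bead stimulation (anti-CD3, anti-CD4, anti-CD28); memory T cells served as non-tolerant control.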
ATXN2 expr inh: inhibitors of ATXN2 expression; HEK-293 ATXN2-luciferase reporter, luminescence, 24 h; Potency, µM (doses to about 57 µM), inactives show at the highest dose activity change, negative = inhibition, usual class: inhibitors; 0.72% of 360,000 active; note: potency is the fitted concentration of half-maximal effect; % is set by controls: 0 for no effect and ±100 for the full control effect; nearly all actives have a fitted effect of over 55% in size
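ATXN2-luciferase reporter cells (luciferase flanked by upstream and downstream ATXN2 gene portions) were treated 24 h at 37 °C with compounds at up to 57 uM. SteadyGlo luminescence gave expression; GF-AFC fluorescence gave viability.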
HepG2 viability: HepG2 cytotoxicity, counter-screen for TGF-b inhibitors; HepG2 CAGA-GFP viability, ATP luminescence, 18 h; 0.76% of 410,000 active; Potency, µM (highest dose often 46.1 µM), without a hit: at the top dose activity change, negative = cytotoxicity, most hits filed as cytotoxic; note: potency is the fitted concentration of half-maximal effect; some results filed as inactive show a strong effect at the top dose
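HepG2 CAGA-GFP cells (1000/well, DMEM with 1% FBS) received compound, then TGF-beta at 500 pg/mL final, and were incubated 18 hours at 37 degrees C. Viability was read by CellTiter-Glo luminescence. Media-only wells were set as complete cell-killing and DMSO as no toxicity.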
Nrf2 block: blocks Nrf2 signaling. A549 ARE-Fluc reporter, luciferase luminescence, 18-24 h. Potency, µM (highest dose often 46 µM), for inactives: at the top dose activity change, negative = inhibition, usual class: inhibitors. 2.1% of 360,000 active; note: potency is the fitted concentration of half-maximal effect; % is set by controls: 0 for no effect and ±100 for the full control effect; nearly all actives have a fitted effect of over 60% in size
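Cells were seeded and rested 2 h, then exposed to compounds for 18-24 h. CellTiter-Fluor was read first as a viability measure. BugLite was added 15 min before the final luminescent read of ARE-luciferase activity in A549 cells.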
ATXN viability: reduces viability in counter-screen for ATXN expression inhibitors; S2 cells (HEK-293 line with an ATXN2-luciferase reporter) viability, CellTiter-Fluor protease fluorescence, 24 h; Potency, µM (doses to about 56.7 µM), most hits filed as cytotoxic; 0.49% of 400,000 active; AID 651635; note: potency is the fitted concentration of half-maximal effect; nearly all actives have a fitted effect of over 40% in size
EPAC2 agonist: activates human EPAC2 exchange factor. Q8WZA2. EPAC2 activation, biochemical qHTS; response scale: 100% = 6.5 mM cAMP response. Potency, µM (highest dose often 154 µM), inactives show at the highest dose activation, actives largely listed as activators. 0.079% of 360,000 active. AID 720711; note: potency is the fitted concentration of half-maximal effect; nearly all actives have a fitted effect of over 50% in size
Target sequence (Q8WZA2 whole entry, looked up): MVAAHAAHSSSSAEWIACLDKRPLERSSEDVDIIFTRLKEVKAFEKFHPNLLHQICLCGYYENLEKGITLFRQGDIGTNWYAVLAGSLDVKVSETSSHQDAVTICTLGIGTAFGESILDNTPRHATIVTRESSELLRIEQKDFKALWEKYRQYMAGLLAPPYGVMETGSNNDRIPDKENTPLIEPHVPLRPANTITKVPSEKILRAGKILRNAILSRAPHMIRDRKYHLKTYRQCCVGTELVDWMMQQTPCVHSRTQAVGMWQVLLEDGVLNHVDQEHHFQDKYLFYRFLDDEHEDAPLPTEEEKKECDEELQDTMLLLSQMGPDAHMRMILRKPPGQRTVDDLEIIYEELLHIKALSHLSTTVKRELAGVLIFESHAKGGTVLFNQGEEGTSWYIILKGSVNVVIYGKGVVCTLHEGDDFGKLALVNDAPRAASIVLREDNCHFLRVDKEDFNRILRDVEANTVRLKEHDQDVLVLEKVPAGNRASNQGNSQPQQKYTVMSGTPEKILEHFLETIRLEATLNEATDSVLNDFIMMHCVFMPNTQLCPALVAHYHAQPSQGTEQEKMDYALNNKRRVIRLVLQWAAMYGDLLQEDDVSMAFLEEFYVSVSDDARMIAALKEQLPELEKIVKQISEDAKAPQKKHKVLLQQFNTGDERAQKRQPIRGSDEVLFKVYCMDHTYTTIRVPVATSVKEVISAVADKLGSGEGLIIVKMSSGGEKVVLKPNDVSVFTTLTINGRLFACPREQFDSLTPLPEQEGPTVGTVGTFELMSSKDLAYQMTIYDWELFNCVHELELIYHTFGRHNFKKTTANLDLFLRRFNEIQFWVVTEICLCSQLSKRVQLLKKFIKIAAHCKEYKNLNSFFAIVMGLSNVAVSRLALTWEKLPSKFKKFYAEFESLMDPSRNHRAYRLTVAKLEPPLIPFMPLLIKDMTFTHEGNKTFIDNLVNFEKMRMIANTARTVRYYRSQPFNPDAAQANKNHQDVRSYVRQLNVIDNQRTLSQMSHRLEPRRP
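Nucleotide exchange monitored as fluorescence drop when BODIPY-GDP leaves Rap1B. Reaction: 100 nM EPAC2, 250 nM RAP1B-BODIPY-GDP, 50 uM GDP, room temperature, kinetic read over 30 min. Activity expressed relative to 6.5 mM cAMP.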
TGFb inhibitor: TGF-b pathway inhibition; 1.2% of 410,000 active; Potency, µM (highest dose often 46.1 µM), for inactives: at the highest dose activity, negative = inhibition, actives largely listed as inhibitors; HepG2 CAGA-GFP TGF-b/SMAD3 reporter, GFP fluorescence, 18 h; TGF-beta stimulated, 500 pg/mL final; note: potency is the fitted concentration of half-maximal effect; % is set by controls: 0 for no effect and ±100 for the full control effect; nearly all actives have a fitted effect of over 65% in size
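HEPG2 CAGA-GFP reporter cells (1000/well, DMEM with 1% FBS) received compounds, then recombinant TGF-beta at 500 pg/mL final for 18 hours at 37 degrees C. Per-cell GFP summed per well was normalised to unstimulated and stimulated DMSO controls before curve fitting.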
The depositor's hits bear a star; i = inactive; ? = inconclusive; · = no result given; [ ] = dose if it differs, or a comment. Unless noted, calls come from the whole dose curve; as a rule, active = well fitted curve in the direction sought with a large enough effect; inconclusive = small, poorly fitted or top-dose-only effect, or another doubt; inactive = no such curve, though single readings can be large; an effect the other way counts as inactive or inconclusive. The order is random. About 4.3% of those tested had a hit in this group.

entry | smiles | EPAC2 agonist | A549 tox | HepG2 viability | TGFb inhibitor | ATXN viability | IL2 activator | Nrf2 ARE act | Nrf2 block | ATXN2 expr inh
1 | CC(NC(=O)c1ccc(Cl)c(S(=O)(=O)NC2CC2)c1)c1ccco1 (stereo not given) | -1% | · | 0% | -2% | i | 2.3 | 0.3% | · | ·
2 | Cc1ccc(-n2c(SCC(N)=O)nnc2-c2ccccn2)cc1C | 6% | 3% | 1% | 0% | i | -0.1 | 1.9% | 1% | 3%
3 | COc1ccc(C(=O)NCCc2nnc3ccc(SCC(=O)N4CCCCC4)nn23)cc1 | 3% | -1% | -6% | -27% | i | -0.5 | 0.1% | 14% | 2%
4 | Cc1ccc(CNC(=O)Nc2ccccc2)c(C)c1 | 9% | 4% | 4% | 3% | i | -2.6 | 2.8% | ? | 78%[activator]
5 | NC(=O)N1CCN(C(=O)c2ccco2)CC1 | -3% | -1% | -4% | 1% | i | -0.3 | 0.2% | 7% | 6%
6 | O=C(NCc1cccc(F)c1)Nc1nnc([C@@H]2C[C@H](O)[C@@H](CO)O2)s1 | -3% | · | 1% | -1% | i | 0.4 | 2.8% | · | 19%
7 | Cc1ccc(/C=N/NC(=O)c2cccc(NC(=O)c3ccccc3C)c2)o1 | 3% | -5% | 4% | ? | i | 0.0 | -0.1% | -23% | -2%
8 | Cc1c(C(C)CCCO)oc(=O)c2c1Oc1c(C)c(C(C)C[C@@H](C)O)oc(=O)c1C2 (stereo not given in full) | 3% | -1% | -4% | -3% | i | 0.5 | -0.3% | 4% | -3%
9 | CCOC(=O)N1CCN(C(=O)N2CCOCC2)CC1 | 7% | 3% | 2% | -2% | i | -0.4 | -0.8% | 2% | 2%
10 | O=C(NN=C1CCCCCC1)c1cccnc1 | 1% | -4% | -3% | 1% | i | 0.7 | 0.6% | -1% | ·
11 | Cc1ccc(NC(=O)CCC(=O)N/N=C/c2ccc(O)cc2)cc1 | 12% | 11% | -2% | 0% | i | 1.5 | 7.3% | -3% | -3%
12 | COc1ccc(N(CC(=O)Nc2ccc(F)cc2)S(=O)(=O)c2ccccc2[N+](=O)[O-])c(OC)c1 | 14% | -4% | 1% | -11% | i | 1.6 | 2.2% | 15% | 1%
13 | CC(C)C(=O)Nc1nnc(-c2ccco2)s1 | 10% | -7% | 12% | 23% | i | -4.1 | 10µM* | 23% | 30%
14 | COc1ccc(-c2noc(-c3ccccc3C(=O)NCc3ccco3)n2)cc1 | 2% | 11% | -10% | -19% | i | -2.9 | ? | · | 4%
15 | CCC(C)NC(=O)CN1C(=O)c2cccc3cccc1c23 (stereo not given) | 11% | 11% | 0% | -19% | · | 1.0 | 2.4% | -7% | -13%
16 | ClC(Cl)(Cl)c1nc2ccccc2n2nncc12 | ? | ? | 20µM* | 16µM* | ? | -3.1 | -0.2% | ? | 13µM*
17 | CCC(C)(C)NC(=O)C(OC(=O)c1cc2sccc2n1C)c1ccc(OC)cc1 (stereo not given) | 2% | -7% | 3% | -1% | ? | -1.1 | -0.1% | 2% | -5%
18 | COc1ccccc1/C=C/C(=O)OCC(=O)N1c2ccccc2CC1C (stereo not given) | 26% | 2% | -8% | 6% | i | 0.5 | -0.5% | -20% | 2%
19 | Fc1ccc2nc(C3CCN(Cc4nc(CC5CC5)no4)CC3)[nH]c2c1 | -4% | -2% | -6% | 0% | i | -2.3 | 0.1% | -2% | -6%
20 | Cc1ccc(CSc2oc(-c3cccs3)nc2S(=O)(=O)c2ccccc2)cc1 | · | 0% | -3% | -24% | i | · | 2.7% | 9%[9.27 µM] | 3%
21 | CCOC(=O)C1CCCN(C2=NC(=O)/C(=C/c3ccc(OC)c(OC)c3)S2)C1 (stereo not given) | 6% | 0% | -4% | -8% | i | 0.1 | 4.7% | 0% | ·
22 | CN(C(=O)c1ccc(COc2ccccc2Cl)o1)c1ccccc1 | 15% | 2% | -20% | -3% | i | -2.4 | 2.9% | ? | 5%
23 | COc1ccccc1OCC(=O)N/N=C1\CCCCc2ccccc21 | -1% | -11% | -12% | -24% | i | 0.7 | 3.3% | -27% | 23%
24 | O=C(CN1CCCCCC1)Nc1ccc(Cl)cc1F | 8% | -2% | -8% | -5% | i | -1.7 | 0.1% | -7% | 1%
25 | COc1ccc(OC)c(NC2=NC3(CCCC3)N=C(N)N2)c1 | -8% | -1% | -17% | 3% | i | 4.8 | 0.2% | 13% | 4%

Some of the entries so far, screen by screen:
(24) O=C(CN1CCCCCC1)Nc1ccc(Cl)cc1F
(23) COc1ccccc1OCC(=O)N/N=C1\CCCCc2ccccc21

| entry no. | 24 | 23 |
| --- | --- | --- |
| EPAC2 agonist | 8% | -1% |
| A549 tox | -2% | -11% |
| HepG2 viability | -8% | -12% |
| TGFb inhibitor | -5% | -24% |
| ATXN viability | i | i |
| IL2 activator | -1.7 | 0.7 |
| Nrf2 ARE act | 0.1% | 3.3% |
| Nrf2 block | -7% | -27% |
| ATXN2 expr inh | 1% | 23% |

Returning to the listing, repeating the 2 entries before the break.
entry | smiles | EPAC2 agonist | A549 tox | HepG2 viability | TGFb inhibitor | ATXN viability | IL2 activator | Nrf2 ARE act | Nrf2 block | ATXN2 expr inh
24 | O=C(CN1CCCCCC1)Nc1ccc(Cl)cc1F | 8% | -2% | -8% | -5% | i | -1.7 | 0.1% | -7% | 1%
25 | COc1ccc(OC)c(NC2=NC3(CCCC3)N=C(N)N2)c1 | -8% | -1% | -17% | 3% | i | 4.8 | 0.2% | 13% | 4%
26 | CC1(C)N=C(SCC(=O)Nc2ccc(Cl)cc2)C(c2ccccc2)=N1 | 18% | 0% | -35% | ? | i | -4.3 | 11% | -12% | 8%
27 | Cc1ccc(S(=O)(=O)CCC(=O)Nc2nnc(-c3cccs3)o2)cc1 | 3% | -4% | 0% | ? | i | -0.8 | ? | -3% | 2%
28 | C=C(C)CSc1nnc2n(Cc3ccccc3)c(=O)c3c4c(sc3n12)CCC4 | -2% | -1% | 0% | ? | i | 0.3 | -0.6% | · | 12%
29 | COc1ccc(N2C(=S)NC3c4cc(Cl)ccc4OC2(C)C3C(=O)N(C)C)cc1 (stereo not given) | 4% | -7% | -3% | 5% | i | -2.2 | 0.0% | -19% | -7%
30 | C=CCn1c(SCC(=O)NCc2ccco2)nc2sc3c(c2c1=O)CCCC3 | -3% | 2% | -2% | 30% | i | -1.2 | -0.2% | ? | -11%
31 | Nc1[nH]n2c(=O)cc(-c3ccccc3)nc2c1N=Nc1ccccc1 | -19% | ? | -30% | -16% | 32µM* | 0.5 | -0.5% | · | ?
32 | COc1cc(C)ccc1S(=O)(=O)NC(=O)C1(C)CCN1C(=O)Cc1ccc(Cl)cc1Cl (stereo not given) | 3% | · | -4% | 5% | i | -0.2 | 0.3% | · | 2%
33 | C#Cc1ccc(CN2CCN(CCCc3ccccc3)C(CCO)C2)cc1 (stereo not given) | 7% | -11% | -29% | 17% | i | -4.3 | 0.0% | 4% | -14%
34 | CCOc1ccccc1C(=O)Nc1nc2c(s1)CC(C)CC2 (stereo not given) | · | 7% | -46% | -2% | i | · | 3.6% | ? | 47%[activator]
35 | CCC1CCCCN1C(=O)c1cc(COc2ccc3ncccc3c2)on1 (stereo not given) | 6% | ? | -4% | -11% | i | -3.9 | 2.5% | 2.1µM* | -33%
36 | CN(C)C(=O)c1cc(C(=O)c2ccc(F)cc2F)c[nH]1 | 6% | 4% | -11% | 1% | i | -0.3 | 1.7% | ? | 1%
37 | COc1cccc(CNc2nc3cc(-c4cccc(C(F)(F)F)c4)sc3c(=O)n2C)c1OC | 0% | · | -16% | 2% | i | -0.3 | ? | · | 1%
38 | CCSc1nnc2c(n1)OC(c1ccc(C)s1)Nc1ccccc1-2 (stereo not given) | · | -7% | -2% | 32%[activator] | · | · | 4.1% | 8% | ·
39 | COc1cccc(CNC(=O)C(=O)NCCC2CCCCN2S(=O)(=O)c2cccs2)c1 (stereo not given) | 4% | -9% | -18% | -5% | i | -3.2 | 0.6% | -18% | -3%
40 | CCN(CC)S(=O)(=O)c1ccc(N/N=C/c2ccc(OC)c(OC)c2OC)nc1 | 7% | 12% | 0% | 6% | i | 0.9 | -0.6% | -18% | -3%
41 | CC1(C(=O)Nc2cccc(C#N)c2)CCN1C(=O)CCc1ccccc1 (stereo not given) | 6% | · | -2% | 12% | i | -0.5 | 0.1%[9.22 µM] | · | -6%
42 | CC(C)(C)C(=O)CSc1ccc(S(=O)(=O)N2CCCC2)cn1 | 5% | -1% | 1% | 3% | i | 0.0 | 0.2% | ? | 2%
43 | CC(=O)Nc1cc(-c2ccc(N3CCN(C)CC3)cc2)cn2c(-c3ccc(F)c(Cl)c3)cnc12 | 0% | · | -99% | ? | · | -0.7 | 3.8% | · | ?
44 | CCCS(=O)(=O)N1CCCC(C(=O)NCCN(C)Cc2ccccc2)C1 (stereo not given) | -83%[15.6 µM] | 2% | 8% | ? | i | 1.1 | -0.2% | -3% | 7%
45 | CCOC(=O)C1=C(C)Nc2nc3ccccc3n2C1c1cccs1 (stereo not given) | 6% | -8% | -66% | 9% | i | -2.3 | 0.4% | -23% | -1%
46 | COC(=O)[C@H](C)NC(=O)NCc1ccco1 | 10% | 1% | 0% | -26% | i | -2.3 | -0.1% | -10% | 11%
47 | CCN(CC)CCNC(=O)CCc1c(C)nc2c(c(C)nn2-c2ccc(C)c(C)c2)c1C | -5% | 2% | -66% | ? | ? | 0.5 | 6.1% | 3% | -38%
48 | O=C(/C=C/c1ccc(OCCCF)cc1)NCc1ccc(Cl)c(Cl)c1 | 12% | -2% | -9% | 6% | i | 0.2 | -0.2% | · | -21%
49 | CN(c1ccc(C(=O)NCCSCc2c(F)cccc2Cl)cc1)S(C)(=O)=O | 8% | 1% | -85% | 0% | ? | 5.5 | -0.7% | 4% | -10%[11.3 µM]
